From PubChem BioAssay
APEX1 inh: qHTS Assay for Inhibitors of the Human Apurinic/apyrimidinic Endonuclease 1 (APE1). recombinant APE1, TAMRA/BHQ-2 abasic DNA cleavage fluorescence. actives 0.35% (n = 350,000). AID 2517, 2012. Potency, µM (highest dose often 65.8 µM), for inactives: top-dose activity change, negative = inhibition, actives largely listed as inhibitors. DNA repair nuclease/redox regulator APEX1 (Homo sapiens), P27695;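 note: potency is the fitted concentration of half-maximal effect; plate controls were vehicle for no effect and reference inhibitor for full effect; nearly all actives have a fitted effect of over 55% in size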
Target sequence (P27695 whole entry, looked up): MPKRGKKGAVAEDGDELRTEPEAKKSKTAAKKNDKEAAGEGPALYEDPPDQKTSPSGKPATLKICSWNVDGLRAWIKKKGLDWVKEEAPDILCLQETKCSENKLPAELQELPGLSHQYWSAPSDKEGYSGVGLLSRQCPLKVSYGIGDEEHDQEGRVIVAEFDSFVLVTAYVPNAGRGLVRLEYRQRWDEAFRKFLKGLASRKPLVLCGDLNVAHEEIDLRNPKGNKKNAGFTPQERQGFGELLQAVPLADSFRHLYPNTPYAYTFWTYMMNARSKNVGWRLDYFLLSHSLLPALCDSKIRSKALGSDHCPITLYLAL
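Kinetic fluorescence read (525 ex/598 em nm, three reads 60 s apart) of AP-site incision; signal = third minus first read. Enzyme 0.75 nM, dual-labelled THF duplex 50 nM, compound preincubation 15 min RT.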
BLM inh: qHTS Assay for Inhibitors of Bloom's syndrome helicase (BLM); recombinant BLM DNA unwinding, fluorescence dequenching; Potency, µM (doses to about 56.1 µM), for inactives: at the highest dose activity change, negative = inhibition, hits mostly inhibitors; actives 0.2% (n = 350,000);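 note: potency is the fitted concentration of half-maximal effect; plate controls were vehicle for no effect and no enzyme for full effect; nearly all actives have a fitted effect of over 35% in size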
PGK inhibitor: qHTS Assay to Find Inhibitors of Phosphoglycerate Kinase; PGK/GAPDH coupled, Kinase-Glo luminescence, 60 min; actives 0.043% (n = 380,000); Potency, µM (series often up to 57.5 µM), without a hit: top-dose activity change, negative = inhibition, most hits filed as inhibitors; note: potency is the fitted concentration of half-maximal effect; % is set by controls: 0 for no effect and ±100 for the full control effect; nearly all actives have a fitted effect of over 60% in size
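Luminescent ATP detection (Kinase-Glo Plus) follows a 60-minute room-temperature incubation, with wells lacking PGK as controls. Buffer: 100 mM TEA (pH 7.6), 5 mM MgCl2, 0.01% Tween-20. Coupling enzyme GAPDH (100 nM final) supplies unstable 1,3-BPG in-well.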
Pol beta inh: qHTS Assay for Inhibitors of DNA Polymerase Beta; P06746; Pol beta primer extension/strand displacement, fluorescence kinetic; Potency, µM (titrated, usually from 114 µM), without a hit: at the top dose activity change, negative = inhibition, actives largely listed as inhibitors; actives 1.3% (n = 340,000); AID 485314, 2010; note: potency is the fitted concentration of half-maximal effect; % is set by controls: 0 for no effect and ±100 for the full control effect
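10 nM enzyme + cpd, 15 min RT; start with substrate 50 nM final; read 0 min and after 10 min RT. Corrected, normalized data; 4-parameter Hill curve fit.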
RXFP1 antag: qHTS Assay for Antagonists of the Relaxin Receptor RXFP1. Relaxin receptor 1 (Homo sapiens), Q9HBX9. HEK293-RXFP1, relaxin-stimulated cAMP HTRF, 30 min; hits give low values. activity change, negative = inhibition, % at 57.5 µM. actives 0.59% (n = 350,000). AID 1259400, 2018;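 active = activity change of -60% or lower, but not beyond a set lower limit; inconclusive = change between -60% and -40%, or beyond the set limit; inactive = change above -40%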; note: % is set by controls: 0 for no effect and ±100 for the full control effect
Target sequence (Q9HBX9 whole entry, looked up): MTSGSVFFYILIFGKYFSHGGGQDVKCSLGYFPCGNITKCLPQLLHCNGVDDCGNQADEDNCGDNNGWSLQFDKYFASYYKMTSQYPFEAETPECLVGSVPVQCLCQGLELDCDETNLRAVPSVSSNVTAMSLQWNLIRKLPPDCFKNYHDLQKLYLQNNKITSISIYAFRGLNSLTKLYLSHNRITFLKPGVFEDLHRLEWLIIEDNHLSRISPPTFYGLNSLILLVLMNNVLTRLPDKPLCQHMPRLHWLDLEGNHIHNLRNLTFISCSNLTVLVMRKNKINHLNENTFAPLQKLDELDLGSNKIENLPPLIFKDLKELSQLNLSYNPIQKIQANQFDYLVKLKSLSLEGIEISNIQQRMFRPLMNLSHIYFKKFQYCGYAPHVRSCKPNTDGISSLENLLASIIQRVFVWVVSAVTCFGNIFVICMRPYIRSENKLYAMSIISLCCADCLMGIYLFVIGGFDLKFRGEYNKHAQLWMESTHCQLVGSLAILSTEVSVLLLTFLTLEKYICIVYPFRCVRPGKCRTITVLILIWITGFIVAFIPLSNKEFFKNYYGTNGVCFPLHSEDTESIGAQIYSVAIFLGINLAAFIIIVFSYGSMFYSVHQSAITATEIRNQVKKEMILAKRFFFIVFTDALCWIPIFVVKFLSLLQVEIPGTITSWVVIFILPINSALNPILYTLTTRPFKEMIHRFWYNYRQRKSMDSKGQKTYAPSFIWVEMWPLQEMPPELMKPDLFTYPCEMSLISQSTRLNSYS
POLI inh: qHTS for Inhibitors of Polymerase Iota. actives 1% (n = 390,000). AID 588590, 2011. DNA polymerase iota (Homo sapiens), Q9UNA4. Pol iota fluorescent replication assay, 10 min. Potency, µM (top dose mostly 115 µM), for inactives: top-dose activity, negative = inhibition, hits mostly inhibitors; note: potency is the fitted concentration of half-maximal effect
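Fluorescent replication assay read twice, at 0 min and 10 min after adding 50 nM (final) substrate. Enzyme (10 nM) and compounds were first incubated 15 min at room temperature; enzyme-free buffer wells were negative controls.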
Pol kappa inh: qHTS for Inhibitors of Polymerase Kappa. DNA polymerase kappa (Homo sapiens), Q9UBT6. purified Pol kappa, fluorescent DNA synthesis assay, 10 min. Potency, µM (series often up to 107 µM), for the others: at the highest dose activity, negative = inhibition, most hits filed as inhibitors. actives 0.53% (n = 400,000). AID 588579, 2011; note: potency is the fitted concentration of half-maximal effect; % is set by controls: 0 for no effect and ±100 for the full control effect
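Activity was followed as the change in fluorescence between reads at 0 and 10 min after starting the reaction with 50 nM substrate. Beforehand, 10 nM polymerase had been preincubated with compound for 15 min at room temperature.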
POLH inh: qHTS for Inhibitors of Polymerase Eta | DNA polymerase eta (Homo sapiens), Q9Y253 | recombinant Pol eta, fluorescent DNA replication assay | Potency, µM (titrated, usually from 114 µM), without a hit: top-dose activity change, negative = inhibition, most hits filed as inhibitors | actives 1.2% (n = 390,000); note: potency is the fitted concentration of half-maximal effect; % is set by controls: 0 for no effect and ±100 for the full control effect
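Pol eta at 10 nM preincubated with compounds 15 min at room temperature; reaction started with fluorescent substrate (50 nM final) and read kinetically at 0 and 10 min.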
Anesthetic bind: qHTS Assay for Identification of Novel General Anesthetics | AID 485281, 2010 | apoferritin/1-aminoanthracene competitive binding, fluorescence | Potency, µM (highest dose often 77.5 µM), inactives show at the highest dose activity change, negative = displacement, usual class: inhibitors | actives 0.074% (n = 350,000) | Ferritin light chain (Equus caballus), P02791; note: potency is the fitted concentration of half-maximal effect; % is set by controls: 0 for no effect and ±100 for the full control effect; nearly all actives have a fitted effect of over 20% in size
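Steps: apoferritin (10 uM) was premixed with half-saturated 1-AMA in PBS, compounds were pin-transferred, plates stood 10 min at room temperature, fluorescence was read at 380/535 nm, and curves were fitted with a Hill equation.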
The depositor's hits bear a star; i = inactive; u = inconclusive; x = no result given; [ ] = remark or other dose. Unless noted, calls come from the whole dose curve; as a rule, active = well fitted curve in the direction sought with a large enough effect; inconclusive = small, poorly fitted or top-dose-only effect, or another doubt; inactive = no such curve, though single readings can be large; an effect the other way counts as inactive or inconclusive. This is a subset; rates above refer to the full screens.

SMILES	APEX1 inh	BLM inh	PGK inhibitor	Pol beta inh	RXFP1 antag	POLI inh	Pol kappa inh	POLH inh	Anesthetic bind
CCc1ccc(N(CC(=O)NC(C)C)C(=O)CCC(=O)Nc2nccs2)cc1	3%	-4%	7%	17%	-3	13%	-7%	-18%	5%
CCOC(=O)C1CCN(C(=O)Cn2cc3c(n2)CCC(C)C3)CC1 (stereo not drawn)	2%	1%	i	-1%	-7	-3%	13%	-10%	12%
Cc1cc(-c2ccc(N3C(=O)CCC3=O)c(C)c2)ccc1N1C(=O)CCC1=O	-1%	0%	-2%	0%	-30	0%	1%	-1%	-8%
Cc1ccccc1OCC(=O)Nc1ccc(S(=O)(=O)N2CCCC2)cc1	24%	x	-6%	x	21	30%	6%	-13%	x
O=C(NCc1ccccc1Cl)C1CCN(S(=O)(=O)N2CCCC2)CC1	18%	1%	-2%	-15%	4	21%	-1%	-2%	-1%
Cn1c(N)c(C(=O)CSc2ccc3c(c2)OCCO3)c(=O)n(C)c1=O	0%	-2%	-9%	20%	-6	17%	-5%	-4%	-12%
COc1ccccc1NC(=O)CN1CCN(CC(=O)Nc2ccc(OCc3ccccc3)cc2)CC1	-3%	-13%	7%	2%	-1	1%	-13%	-18%	u
O/N=C(/CN(O)/C=C1/C=CC=N1)c1cccs1	-6%	-2%	2%	-23%	3	10%	-7%	-1%	-16%
COc1ccc(/C=C/C(=O)NC(=S)Nc2cc3oc4ccccc4c3cc2OC)cc1	-7%	2%	0%	14%	-5	8%	5%	-21%	5%
CCN(CC)S(=O)(=O)c1ccc(NS(=O)(=O)c2ccc(C)c(C)c2)cc1	-2%	-7%	-1%	4%	6	7%	-6%	-12%	u
CC(C)Cc1ccc(-c2cc(=O)[nH][nH]2)cc1	22%	-17%	-7%	u	-38	123%[activator]	-5%	-16%	u
Cc1cccc(NC(=O)Cn2nc(-c3cccs3)ccc2=O)c1C	55%[activator]	-1%	-1%	-1%	-3	131%[activator]	6%	-8%	u
Cc1ccc(N=C(NO)c2cnccc2C(F)(F)F)c(C)c1	22%	-4%	0%	16%	-7	17%	8%	-1%	8%
CC(=O)Nc1ccc(Nc2nc(C(F)(F)F)nc3c2nnn3Cc2ccccc2Cl)cc1	0%	-3%	-13%	5%	-1	23%	-7%	-5%	-13%
O=C(NC1CCCc2ccccc21)c1cccc(F)c1 (stereo not drawn)	x	x	-2%	x	-15	-20%	-4%	-5%	x
COc1ccc(Cn2c(-c3ccccc3)nc3c(c(=O)c4ccccc4n3C)c2=O)cc1	1%	u	-8%	-1%	-8	5%	-1%	u	-5%
c1ccc2c(c1)NCC1CCCN21 (stereo not drawn)	-19%	1%	-1%	47%	6	u	-15%	-3%	4%
CCOC(=O)Cc1csc(Nc2c(C)n(C)n(-c3ccccc3)c2=O)n1	-1%	-3%	-9%	3%	0	7%	-4%	-3%	-13%
CCCC(=O)N1CCN(c2ccc(NC(=O)c3ccc(Br)o3)cc2)CC1	2%	-1%	-7%	u	-9	7%	-5%	-4%	5%
CCN1/C(=C/c2ccc3cc(C)cc(C)c3[n+]2CC)Sc2cc(C)ccc21	1%	u	-10%	50µM*	-6	-26%	-24%	79µM*	-12%
CCn1c(SCC(=O)Nc2cc(C)on2)nc2sc(C)c(C)c2c1=O	-3%	-6%	x	-5%	x	x	x	x	-2%
COc1cc(C(=O)Nc2ccccc2N2CCOCC2)ccc1OCC(=O)N1CCOCC1	-5%	x	7%	x	-3	29%	-6%	u	x
O=C(/C=C/c1cccc([N+](=O)[O-])c1)Nc1ccc(Cl)cn1	3%	3%	x	29%	-5	3%	-2%	-22%	-12%
Cc1ccc(Nc2cc(C)nc3c(C)cccc23)cc1	0%	20%	-3%	-1%	-5	-9%	-5%	-9%	-7%
O=C(C1CCCO1)N1CCN(C(=S)Nc2ccc(F)c(Cl)c2)CC1 (stereo not drawn)	2%	0%	-13%	1%	9	-28%	1%	-7%	-2%
SMILES	APEX1 inh	BLM inh	PGK inhibitor	Pol beta inh	RXFP1 antag	POLI inh	Pol kappa inh	POLH inh	Anesthetic bind
CCOC(=O)N1CCN(Cc2ccc(F)cc2F)CC1	-4%	2%	x	55%	-17	34%[activator]	2%	-13%	-10%
COCc1nnc(NC(=O)c2ccc3c(c2)OCO3)s1	1%	1%	9%	3%	-9	37%[activator]	-5%	-10%	0%
Cc1ccc(-n2c(SCC(N)=O)nnc2-c2cnccn2)cc1	1%	2%	4%	3%	-4	17%	7%	-20%	-1%
CCN1C(=O)C(CC(=O)NC)N(NC(=O)c2ccccc2)C1=S (stereo not drawn)	u	4%	i	8%	-4	15%	-6%	-7%	4%
CCOC(=O)N1CCN(c2nc3c(c(=O)[nH]c(=O)n3C)n2Cc2ccccc2Cl)CC1	0%	1%	x	2%	x	x	x	x	-8%
COC(=O)Cc1cc(=O)n2c(nc3ccccc32)[nH]1	x	x	-5%	x	x	-10%	-7%	-8%	x
Cc1cc(NS(=O)(=O)c2cn(C)c(C)n2)ccc1Br	x	1%	i	-14%	x	-16%	-3%[60.1 µM]	-9%	10%
COc1cccc(CNC(=O)CCNC(=O)c2ccco2)c1	12%	x	5%	x	3	16%	-5%	-5%	x
CNC(=O)CCc1ccc(OC)cc1	1%	2%	-10%	-4%	2	u	-33%	-18%	-2%
O=C1c2ccccc2C(=O)N1CCCC(=O)N1CCc2ccccc21	6%	-1%	-2%	-2%	4	11%	-15%	-6%	-9%
CCS(=O)(=O)N1CCc2cc(C(=O)Nc3cccc(Cl)c3C)ccc21	x	-7%	-5%	1%	x	-11%	3%	4%	-7%
CC(=O)Nc1ccc(S(=O)(=O)NNC(=O)c2cccc(Br)c2)cc1	1%	1%	4%	-7%	10	24%	-3%	-12%	-2%
CCN1C[C@@H]2[C@@H]3C(=O)N(Cc4ccccc4)C(=O)[C@@H]3[C@](C)(C1=O)N2C(=O)c1ccc(C)cc1	x	x	-8%	x	x	10%	-1%	-6%	x
O=C(COc1ccc(Cl)cc1Cl)N1CCCN(C(=O)COc2ccc(Cl)cc2Cl)CC1	-3%	-7%	-7%	8%	-37	-13%	-4%	-18%	5%
Cc1[nH]c2ccccc2c1C(=O)CN1CCC(C)CC1	-4%	-6%	-8%	16%	6	5%	-3%	-7%	-8%
CCOC(=O)C1(C(N)=O)OC1(c1ccc(Cl)cc1)c1ccccc1Cl (stereo not drawn)	x	x	i	x	23	58%[activator]	-6%	-22%	x
CCOc1ccc(/C(C)=N/NC(=O)Cn2nc([N+](=O)[O-])cc2C)cc1	u	-3%	-7%	1%	-3	85%[activator]	-4%	-17%	-16%
Cc1nn(-c2ccc(F)cc2)c(-n2cccc2)c1C(=O)NCCCN1CCN(c2cccc(Cl)c2)CC1	x	-7%	4%	-3%	x	6%	-19%	-16%	57%[activator]
O=C(NCCCN1CCCC1=O)Nc1ccc([N+](=O)[O-])cc1	9%	-2%	-5%	13%	-1	-12%	-9%	-10%	-8%
CC(=O)NC(Cc1ccccc1F)C(=O)NC1CCN(C(=O)c2cnccn2)CC1 (stereo not drawn)	5%	1%	-9%	37%	19	-3%	4%	-14%	-11%
Cn1ncc(Br)c1C(=O)NC1CCCC1	25%	-1%	-5%	4%	2	28%	6%	-9%	-2%
O=C(Cc1ccccc1)NCC(=O)Nc1cccc(Cl)c1	22%	-2%	3%	19%	6	70%[activator]	-2%	-2%	-9%
COc1ccc(OCC(=O)NCC(c2cccs2)N2CCOCC2)cc1 (stereo not drawn)	16%	x	i	x	-3	15%	-9%	-3%	x
COc1ccccc1N1CC(C(=O)Nc2nnc(SCC(=O)NCC3CCCO3)s2)CC1=O (stereo not drawn)	50%[activator]	-4%	i	-12%	-16	u	2%	-20%	-16%
CC12CCC(c3n[nH]c(=S)nc31)C2(C)C (stereo not drawn)	2%	-2%	-2%	6%	9	24%	1%	-2%	-8%

An excerpt of these results, in CSV form.
structure,APEX1 inh,BLM inh,PGK inhibitor,Pol beta inh,RXFP1 antag,POLI inh,Pol kappa inh,POLH inh,Anesthetic bind
Cc1ccc(-n2c(SCC(N)=O)nnc2-c2cnccn2)cc1,1%,2%,4%,3%,-4,17%,7%,-20%,-1%
CNC(=O)CCc1ccc(OC)cc1,1%,2%,-10%,-4%,2,u,-33%,-18%,-2%
COC(=O)Cc1cc(=O)n2c(nc3ccccc32)[nH]1,x,x,-5%,x,x,-10%,-7%,-8%,x

(cont.)
SMILES	APEX1 inh	BLM inh	PGK inhibitor	Pol beta inh	RXFP1 antag	POLI inh	Pol kappa inh	POLH inh	Anesthetic bind
Cc1sc(NC(=O)c2ccccc2)c(C#N)c1-c1ccccc1	-10%	-13%	5%	-11%	0	97%[activator]	-14%	-7%	-1%
CS(=O)(=O)N1CCN(c2cnn(-c3ccccc3)c(=O)c2Cl)CC1	3%	-7%	-3%	-30%	-24	65%[activator]	-13%	u	-9%
O=C(O)CCCn1nc(C(F)(F)F)c2c1CCCCC2	2%	0%	-1%	12%	-11	1%	-15%	9%	-9%
O=C1C2C3C=CC(C3)C2C(=O)N1c1ccc(S(=O)(=O)Nc2nccs2)cc1 (stereo not drawn)	-4%	2%	-5%	-29%	-6	6%	-4%	-11%	-4%
O=C(Nc1cnn(Cc2c(Cl)cccc2Cl)c1)C(c1ccccc1)c1ccccc1	-3%	-9%	0%	0%	-10	1%	-7%	-19%	-4%
Cc1ccc(N(C)C(=O)C2CCCN2S(=O)(=O)c2ccc3c(c2)n(C)c(=O)c(=O)n3C)cc1 (stereo not drawn)	u	2%	i	35%	11	-3%	-18%	-10%	-6%
